Source: PubChem BioAssay (several laboratories)
PLC-gamma1 inh: PLC-gamma1 (human) inhibition, primary screen | purified PLC-gamma1, fluorogenic substrate, fluorescence | P19174 | AID 720700 | inhibition, % at 12.2 µM | hit rate 0.84% among 370,000; in the data active means inhibition above about 9.5%
hgDAF12 agonist: agonists of H. glycines DAF-12 nuclear receptor | HEK293 GAL4-hgDAF12 UAS-luciferase reporter, agonist luminescence; normalized to butyrate control | activation, % at 6.8 µM | hit rate 1.8% among 370,000;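 active means activation above a cutoff set at the mean of all screened compounds plus 3 SD, cut at about 10% in these data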;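 further: 0% = DMSO wells and 100% = sodium butyrate wells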
ADAM17 inh: inhibitors of human ADAM17. P78536. recombinant ADAM17, EDANS/DABCYL FRET peptide cleavage. inhibition, % at 6.95 µM. hit rate 0.83% among 370,000. AID 720648;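 active means inhibition above the mean of compounds lying between control limits plus 3 SD, set per campaign, cut at about 8.5% in these data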;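 further: 0% = DMSO-only wells as the low control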
PLC-beta3 inh: PLC-beta3 (human) inhibition, primary screen; AID 720704; inhibition, % at 12.2 µM; Purified PLC-beta3, fluorogenic substrate, fluorescence; hit rate 0.18% among 370,000; in the data active means inhibition above about 11%;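 further: 0% = median of compound wells on plate and 100% = full blocker control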
Target sequence (Q01970 whole entry, looked up): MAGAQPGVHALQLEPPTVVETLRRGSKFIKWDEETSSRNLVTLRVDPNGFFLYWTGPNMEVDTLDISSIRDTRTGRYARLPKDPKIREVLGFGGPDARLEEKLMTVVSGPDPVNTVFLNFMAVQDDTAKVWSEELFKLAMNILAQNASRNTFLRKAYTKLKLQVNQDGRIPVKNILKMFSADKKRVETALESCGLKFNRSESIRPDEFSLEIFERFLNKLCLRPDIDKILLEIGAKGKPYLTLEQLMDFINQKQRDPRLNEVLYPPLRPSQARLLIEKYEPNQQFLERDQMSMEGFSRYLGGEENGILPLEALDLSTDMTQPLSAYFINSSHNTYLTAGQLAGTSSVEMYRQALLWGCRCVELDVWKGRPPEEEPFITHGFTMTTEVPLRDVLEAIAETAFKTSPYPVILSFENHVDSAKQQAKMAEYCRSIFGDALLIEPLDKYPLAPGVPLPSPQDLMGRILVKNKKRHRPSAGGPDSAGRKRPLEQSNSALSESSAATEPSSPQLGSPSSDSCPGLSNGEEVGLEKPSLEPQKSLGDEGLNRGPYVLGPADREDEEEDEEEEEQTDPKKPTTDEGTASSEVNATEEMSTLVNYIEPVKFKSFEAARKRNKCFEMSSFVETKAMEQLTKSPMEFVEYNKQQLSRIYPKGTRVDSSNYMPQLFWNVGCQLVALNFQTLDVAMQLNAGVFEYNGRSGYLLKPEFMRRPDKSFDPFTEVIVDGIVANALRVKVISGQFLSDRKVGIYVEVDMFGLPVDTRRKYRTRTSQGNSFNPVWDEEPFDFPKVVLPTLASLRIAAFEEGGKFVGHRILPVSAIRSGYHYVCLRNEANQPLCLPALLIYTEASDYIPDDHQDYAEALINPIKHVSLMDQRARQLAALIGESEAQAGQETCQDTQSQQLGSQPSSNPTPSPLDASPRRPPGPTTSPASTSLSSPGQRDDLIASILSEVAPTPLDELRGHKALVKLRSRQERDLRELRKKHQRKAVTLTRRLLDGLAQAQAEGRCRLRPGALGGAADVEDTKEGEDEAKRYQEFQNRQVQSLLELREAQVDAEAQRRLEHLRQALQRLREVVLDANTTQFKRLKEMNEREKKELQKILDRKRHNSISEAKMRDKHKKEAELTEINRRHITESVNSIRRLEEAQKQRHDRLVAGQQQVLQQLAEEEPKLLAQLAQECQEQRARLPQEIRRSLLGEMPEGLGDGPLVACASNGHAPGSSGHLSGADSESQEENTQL
DAX1 inh-1: inhibitors of DAX1 repression of SF-1 activated StAR promoter; hit rate 1.1% among 370,000; HEK293T StAR-luciferase reporter, SF-1/DAX-1 repression relief; inhibition, % at 6.8 µM; AID 652010;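 active means inhibition above the mean over all tested compounds plus 3 SD, cut at about 3.6% in these data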;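 further: 0% = DAX-1 cells with DMSO and 100% = cells lacking DAX-1 with DMSO; higher inhibition means more luminescence from relief of DAX-1 repression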
SMARCA2 act: activators of SMARCA2 function; MG213 cells, MMTV-luciferase reporter, dexamethasone, overnight; activation, % at 9.1 µM; hit rate 1% among 370,000; AID 652017; in the data active means activation above about 7.8%;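 further: 0% = vehicle wells and 100% = reference activator wells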
ssDAF-12 act: S. stercoralis DAF-12 activation, primary screen; HEK293 ssDAF-12/GRIP1 lit1-tk-luc reporter, luminescence; % of 3 µM dafachronic acid response; activation, % at 6.8 µM; hit rate 1% among 370,000; AID 652126;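 active means activation above the mean over all tested compounds plus 3 SD, cut at about 0.9% in these data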;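 further: 0% = DMSO-only wells and 100% = 3 µM delta7-dafachronic acid wells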
hcDAF-12 act: activators of H. contortus DAF-12 nuclear receptor; HEK293 hcDAF-12 lit1-tk-luc reporter, luminescence; 0% DMSO, 100% Δ7-dafachronic acid; activation, % at 6.8 µM; hit rate 1.4% among 370,000;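 active means activation above the mean of all tested compounds plus 3 SD, cut at about 5.5% in these data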;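 further: 100% = response to 3 µM Δ7-dafachronic acid high control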
Rev-erbA mod: Rev-erb alpha (human) modulation. Rev-erbα–FITC-DNA binding, fluorescence polarization, 90 min. P20393. AID 1259318. activity, % at 10 µM. hit rate 0.79% among 370,000;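 active means activity above about 14%, limit read from the data; passing the limit was not always enough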;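 further: 0% = DMSO wells with 35 nM protein and 100% = DMSO wells with 750 nM protein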
DAX1 inh-2: inhibitors of human orphan nuclear receptor DAX1 (NR0B1); P51843; HEK293 Gal4-DAX1 luciferase reporter, luminescence; inhibition, % at 6.75 µM; hit rate 0.99% among 340,000; AID 504766;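 active means inhibition above the mean over all tested compounds plus 3 SD, cut at about 4.2% in these data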;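 further: 0% = DAX1-transfected cells with DMSO and 100% = empty-vector control cells with DMSO; inhibition shows as a rise in luminescence from relieved DAX1 repression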
MBD2 DNA inh: MBD2-methylated oligo binding inhibition; Q9UBB5; TR-FRET, MBD2 binding to methylated oligonucleotide; inhibition, % at 4.4 µM; hit rate 0.31% among 370,000; AID 686964; in the data active means inhibition above about 13%
* hit, by the source's call; . = not tested or not shown.

structure	PLC-gamma1 inh	SMARCA2 act	DAX1 inh-1	Rev-erbA mod	ADAM17 inh	ssDAF-12 act	hgDAF12 agonist	hcDAF-12 act	PLC-beta3 inh	MBD2 DNA inh	DAX1 inh-2
Cc1ccc(C)c(N2CCN(S(=O)(=O)c3ccc4c(c3)CC(=O)N4C)CC2)c1	3	-2	0.2	-1	1	-1.2	1.8	-0.9	-1	3	-0.2
CC(=O)Oc1ccc2c(c1)OC(c1ccccc1)CC21CC(C)(C)NC(=S)N1 (stereo not drawn)	-1	-1	-0.7	2	-6	-0.4	-0.6	-1.1	-2	1	-1.6
CCOC(=O)c1c(C(F)(F)F)nc2ncccn12	-5	-2	0.1	-4	-10	-1.1	-0.4	-0.2	-6	0	1.0
CCOC(=O)c1c(N)sc(C(C)=O)c1C	8	-5	-0.2	-4	-1	-1.1	6.0	0.0	7	-9	3.1
O=C(O)CCc1ccc(-c2ccc(Br)cc2)o1	-2	4	-0.8	-1	-3	-0.7	-2.2	-0.6	-4	-5	0.3
O=C(Nc1ccc(OC(F)(F)F)cc1)c1[nH]ncc1[N+](=O)[O-]	4	3	-0.2	-4	4	-1.1	0.9	1.7	3	3	3.4
Cc1ccc(NC(=O)Cn2ccc([N+](=O)[O-])n2)cc1Cl	0	-1	-0.5	4	-7	-1.2	-3.6	-1.9	-12	5	-0.8
Cc1cccn2c(=O)c(/C=C(\C#N)S(=O)(=O)c3ccccc3)c(N3CCN(Cc4ccccc4)CC3)nc12	-23	-2	-0.1	-2	-6	-0.9	-0.9	2.1	-43	-4	0.8
N#Cc1ccc(/C=C2\CC3(OC(=O)c4ccco4)CCCN2C3)cc1 (stereo not drawn)	-2	-3	1.1	-1	-4	-0.6	-3.1	-0.9	-4	1	.
CCOC(=O)C1(C)CCN1C(=O)c1ccccc1Br (stereo not drawn)	-2	4	0.0	-4	-1	-0.9	-3.6	-1.4	0	-5	.
COc1ccc(CCN=C(N)NS(=O)(=O)c2ccccc2)cc1	6	-2	-1.2	0	-5	-1.7	0.2	-1.9	2	7	0.8
Cc1ccc(-c2csc(NC(=O)c3c(C)noc3C)n2)cc1C	1	-4	1.1	4	4	-1.0	5.0	-1.3	-15	-1	-1.0
COc1ccc(NC(=O)Nc2cc(C(C)(C)C)on2)cc1OC	0	-2	-0.5	-2	-1	-1.4	0.2	-2.2	-8	3	-0.1
CCCCN1C(=O)C(O)=C(C(C)=O)C1c1ccccc1[N+](=O)[O-] (stereo not drawn)	-11	1	0.0	3	-5	0.9*	0.8	5.0	-10	3	-1.2
Clc1ccccc1C(c1ccccc1)(c1ccccc1)n1ccnc1	0	-4	0.0	.	-1	-1.7	-3.7	-2.1	-1	3	1.4

New compounds follow
structure	PLC-gamma1 inh	SMARCA2 act	DAX1 inh-1	Rev-erbA mod	ADAM17 inh	ssDAF-12 act	hgDAF12 agonist	hcDAF-12 act	PLC-beta3 inh	MBD2 DNA inh	DAX1 inh-2
Cc1nc(S(=O)(=O)c2ccc(Cl)cc2)nc2c1CCC2	4	0	0.3	-4	0	-1.4	-1.0	-1.4	1	0	0.0
O=C(CC1(CC(=O)N2CCOCC2)CCCC1)Nc1ccc(F)cc1	0	1	0.2	8	-1	-1.3	0.8	0.5	2	-5	0.0
CCOc1ccc(NC2CCN(C(C)=O)CC2)cc1	-2	0	0.7	2	-4	-0.9	3.5	-0.2	-5	1	2.3
O=C(c1cc(COc2ccc(F)cc2Cl)on1)N1CCCCC1c1cccnc1 (stereo not drawn)	2	-1	-0.2	1	-2	-1.0	-2.2	-1.2	-3	2	0.4
CCCCCCCC(=O)Nc1cc(C(=O)NCc2ccc(C)cc2)ccc1N1CCC2(CC1)CC(c1ccccc1)=NO2	3	2	0.1	-2	0	-1.0	0.7	-1.2	4	-2	0.7
Cc1ccccc1OC(C)C(=O)NC1CCCC1 (stereo not drawn)	2	-3	0.7	-2	2	-1.0	0.2	-0.1	1	-7	1.5
CC(=O)c1ccc(OCC(=O)OC(C)C(=O)NC2CCCCC2C)cc1 (stereo not drawn)	1	-1	-1.3	0	-3	-0.9	0.6	-0.5	-2	1	-0.9
CC1Cc2ccccc2N1C(=O)CCS(=O)(=O)c1cccc2nonc12 (stereo not drawn)	4	1	-0.3	-8	-1	-0.4	-0.8	-2.0	3	3	0.1
Cc1ccc(S(=O)(=O)N2CCCC(C(=O)Nc3ccc(NC(=O)c4ccccn4)cc3)C2)cc1 (stereo not drawn)	3	3	-0.1	-1	1	-1.0	0.1	-0.3	3	-4	1.1
COc1ccccc1CN(Cc1nc2ccccc2c(=O)[nH]1)C(=O)Nc1ccccc1	1	1	-0.1	3	1	-0.7	-0.5	-0.1	1	1	0.5
CN(Cc1ccccc1)C(=O)Nc1ccccc1	3	-2	-0.9	-5	-1	-1.1	0.9	-1.1	5	3	-0.4
C[C@@H]1CN([C@H](C)CO)C(=O)CCCn2cc(nn2)CO[C@H]1CN(C)C(=O)Nc1cccc(Oc2ccccn2)c1	0	-5	0.4	-4	0	-1.4	0.1	-0.7	2	6	6.3*
CC(S(=O)(=O)c1ccccc1)S(=O)(=O)c1ccccc1	3	-5	-0.3	-6	-5	-1.3	-3.1	-0.9	0	4	5.0*
C=CCn1c(-c2cccnc2)n[nH]c1=S	2	-3	0.0	-2	0	-1.2	4.3	-2.2	4	2	-1.5
CC1CCC2(CC1)NC(=S)N(c1ccccc1)N2 (stereo not drawn)	0	-2	-0.2	-3	-6	-0.3	0.1	-0.8	-3	3	1.3

(next part)
structure	PLC-gamma1 inh	SMARCA2 act	DAX1 inh-1	Rev-erbA mod	ADAM17 inh	ssDAF-12 act	hgDAF12 agonist	hcDAF-12 act	PLC-beta3 inh	MBD2 DNA inh	DAX1 inh-2
CCOc1ccc(-n2ccc(=O)c(C(=O)Nc3ccc(S(=O)(=O)Nc4ncccn4)cc3)n2)cc1	-40	-2	0.1	4	-3	-1.2	-1.3	-2.9	-55	4	1.0
CC(=O)Nc1cc(ON=C(C)C)cc([N+](=O)[O-])c1	0	-1	-0.8	-1	0	-1.3	0.1	-0.6	0	-2	1.6
Cc1cccc(NC(=O)C2(c3cccs3)CCOCC2)n1	1	-3	0.1	-1	-6	-1.2	1.9	-0.7	-2	3	-1.4
O=C(NCc1ccccc1)c1cc(C2CCCN(C(=O)CCCc3ccccc3)C2)on1 (stereo not drawn)	0	-4	-1.0	4	2	-1.5	-1.5	-2.3	-2	-5	.
CCN(CC)CCCN1C(=O)C(=O)/C(=C(/O)c2ccccc2)C1c1cc(OC)ccc1OC (stereo not drawn)	-2	0	-0.3	2	2	-1.2	1.3	0.5	-5	2	0.2
O=P(O)(CP(=O)(c1ccccc1)c1ccccc1)c1ccccc1O	-3	-1	-0.1	2	-4	-1.7	-1.1	-0.6	1	0	0.9
Nc1nc(N)nc(-c2ccccc2-c2nc(N)nc(N)n2)n1	0	-2	0.0	0	-3	-1.2	1.0	1.2	-5	-1	-1.1
CCOc1ncccc1C(=O)N1CCN(S(=O)(=O)c2ccccc2)CC1	1	2	0.9	-4	-2	-1.8	3.2	-1.0	-2	0	0.3
CN(Cc1cccs1)c1ncnc2ccc(-c3ccc4c(c3)OCO4)cc12	-198	.	.	-3	-39	-1.1	-0.1	2.6	-275	-4	.
COc1ccc(Cc2nnc(NC(=O)Nc3ccccc3)s2)cc1OC	0	2	0.0	-3	-6	-1.2	-0.1	-1.7	-6	9	0.7
CN1C(=O)CSc2ccc(NC(=O)NCCC3=CCCCC3)cc21	3	-3	-1.2	0	0	-0.7	1.5	-1.2	-4	0	1.2
Cn1c(NCCN(CCO)CCCc2ccc([N+](=O)[O-])cc2)cc(=O)n(C)c1=O	-2	1	1.2	0	-4	-0.8	0.2	0.1	-2	-1	-0.2
COc1ccc(N2CCN(S(=O)(=O)c3ccc(Br)s3)CC2)cc1	-2	1	0.5	-5	1	-1.7	3.7	3.3	1	2	0.2
COc1cccc(SCc2noc(C(=O)NCCCN3CCOCC3)c2C(=O)NCCCN2CCOCC2)c1	-1	0	0.6	-1	-2	-1.2	0.0	-0.8	3	0	0.3
O=C(NCCN1CCOCC1)C1CC(=O)N(c2ccc(Cl)cc2)C1 (stereo not drawn)	-1	-4	-0.2	1	-1	0.1	1.9	1.7	-6	-3	0.9

(list continues)
structure	PLC-gamma1 inh	SMARCA2 act	DAX1 inh-1	Rev-erbA mod	ADAM17 inh	ssDAF-12 act	hgDAF12 agonist	hcDAF-12 act	PLC-beta3 inh	MBD2 DNA inh	DAX1 inh-2
COc1ccccc1C(=O)N1CCN(S(=O)(=O)Cc2ccccc2)CC1	0	-2	0.1	-1	1	-1.2	-0.4	-1.3	-19	3	-0.2
CCOc1ccc2ncc(S(=O)(=O)c3ccccc3)c(N3CCN(c4ccccc4)CC3)c2c1	-1	-3	-0.3	7	0	-0.8	0.9	-0.1	3	-2	0.4
Cc1ccc(F)cc1NC(=O)COC(=O)c1ccc2ncsc2c1	0	-1	4.7*	-5	0	-0.1	3.3	0.6	-7	-1	-0.4
CC(C)NC(=O)C1(C)CSCC(=O)N1CC(F)(F)F (stereo not drawn)	-3	1	0.8	-2	-4	-0.7	-1.9	-0.6	4	3	.
COc1ccccc1C(=O)OCC(=O)c1cccc([N+](=O)[O-])c1	0	-1	0.3	-5	-4	-1.4	0.8	2.6	-1	2	0.4
O=C(NC(=O)c1ccccc1Cl)C(=O)Nc1ccc(Cl)cc1	-2	4	1.5	0	-1	-0.6	1.1	0.0	-283	1	-0.5
O=[N+]([O-])c1ccc(O)c(/C=N/n2c(CO)nc3ccccc32)c1	-2	0	0.8	5	-2	-1.6	-0.5	0.5	-8	-5	0.2
COc1ccc(OC)c(NC(=O)COC(=O)c2ccc(OC)c(S(=O)(=O)N3CCOCC3)c2)c1	4	3	-0.2	1	1	-0.9	0.0	-0.2	0	-2	-1.2
COC(=O)Cc1n[nH]c(=S)[nH]c1=O	-15	1	0.0	-2	-3	-1.3	0.9	-2.7	-20	1	0.2
